Mcl1 Noxa PPI: Mcl-1/Noxa binding inhibitors, primary screen, biochemical, TR-FRET, 1536-well | Induced myeloid leukemia cell differentiation protein Mcl-1 (Homo sapiens), Q07820 | TR-FRET Mcl-1/Noxa peptide binding, 2 h | inhibition, % at 21.7 µM | 220,000 tested, 1.5% active | AID 1022, 2008;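 active = compounds that cut the protein-peptide binding signal by more than 50% relative to plate controls in a single-dose test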;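 note: His-tagged Mcl-1 with rhodamine Noxa BH3 peptide and terbium anti-His antibody; 0% = Mcl-1 plus Noxa peptide wells and 100% = peptide-only wells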
Target sequence (Q07820 whole entry, looked up): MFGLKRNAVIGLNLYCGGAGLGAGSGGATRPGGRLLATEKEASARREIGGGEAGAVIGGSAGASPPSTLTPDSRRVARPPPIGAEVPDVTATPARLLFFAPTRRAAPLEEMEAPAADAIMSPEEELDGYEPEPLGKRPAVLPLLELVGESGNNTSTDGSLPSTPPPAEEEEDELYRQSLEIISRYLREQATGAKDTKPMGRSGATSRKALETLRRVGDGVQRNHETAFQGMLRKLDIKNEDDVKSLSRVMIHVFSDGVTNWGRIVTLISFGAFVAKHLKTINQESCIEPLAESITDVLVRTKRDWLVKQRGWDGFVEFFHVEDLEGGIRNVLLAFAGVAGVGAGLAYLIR
Mcl1 Bid PPI: Mcl-1/Bid binding inhibitors, primary screen, biochemical, TR-FRET, 1536-well. Induced myeloid leukemia cell differentiation protein Mcl-1 (Homo sapiens), Q07820. TR-FRET Mcl-1/Bid-Dy647 peptide binding. inhibition, % at 21.7 µM. 220,000 tested, 0.97% active;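 active = compounds that cut the binding signal by more than half at the single screening dose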;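 note: His-tagged Mcl-1 with europium anti-His antibody binding Bid BH3 peptide; 0% = Mcl-1 plus peptide wells and 100% = peptide-only wells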
Pf gamet viab: late stage P. falciparum gametocyte viability inhibitors, primary screen, ATP luminescence, HTS. inhibition, % at 10.9 µM. P. falciparum stage V gametocytes, 24 h. 150,000 tested, 0.065% active;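 active = inhibition above the mean plus 3 SD of compounds within the control limits, set per campaign, cut at about 38% in these data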;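 note: 0% = DMSO wells and 100% = medium only without gametocytes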
Rac1 wt modul: wildtype Rac1 GTP binding modulators, primary screen, biochemical, GST-Rac1 beads, flow cytometry, multiplex | Ras-related C3 botulinum toxin substrate 1 (Homo sapiens), P63000 | GTP binding activity (% of control), % at 10 µM | 190,000 tested, 0.27% active | fluorescent GTP binding; actives lie on both sides; 0 = cold GTP competed, 100 = untreated | AID 757, 2007;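 active = GTP binding activity at least 20 points away from the 100% control level, either lower or higher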
HRas wt GTP bind: modulators of GTP binding to HRas wildtype, primary screen, biochemical, bead-based flow cytometry, multiplex; GTPase HRas (Homo sapiens), P01112; GST-Ras wt beads, Bodipy-FL-GTP binding; actives lie on both sides; GTP binding activity, % at 10 µM; 190,000 tested, 0.14% active;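 active = GTP binding activity at least 20% away from the 100% baseline, either lowered as inhibitor or raised as activator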;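 note: 0% = unlabeled GTP competition control and 100% = no-compound control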
Rab7 wt GTP bind: modulators of GTP binding to Rab7, primary screen, biochemical, wildtype, multiplex bead flow cytometry | 190,000 tested, 0.055% active | GST-Rab7 beads, fluorescent GTP binding; actives lie on both sides; untreated = 100%, excess cold GTP = 0% | Rab7 GTPase wild type (dog), Bodipy-FL-GTP binding | GTP binding activity (percent of control), % at 10 µM | AID 758, 2007;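 active = fluorescent GTP binding to Rab7 beads changed by at least 20 points from the 100% baseline, either direction, mostly lower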;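 note: median green fluorescence of bound Bodipy-FL-GTP per Rab7 bead population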
RGS8-Gao reg: RGS8-Galphao binding modulators, primary screen, biochemical, multiplexed bead flow cytometry | 220,000 tested, 0.34% active | response (percent of control binding), % at 10 µM | AID 1423, 2008 | Guanine nucleotide-binding protein G(o) subunit alpha (Homo sapiens), P09471 | actives lie on both sides; in the data active = response below about 60% or above about 140%; inactive = in between;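 note: Galphao activated as the GDP aluminium fluoride complex binding bead-coupled RGS8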
Target sequence (P09471 whole entry, looked up): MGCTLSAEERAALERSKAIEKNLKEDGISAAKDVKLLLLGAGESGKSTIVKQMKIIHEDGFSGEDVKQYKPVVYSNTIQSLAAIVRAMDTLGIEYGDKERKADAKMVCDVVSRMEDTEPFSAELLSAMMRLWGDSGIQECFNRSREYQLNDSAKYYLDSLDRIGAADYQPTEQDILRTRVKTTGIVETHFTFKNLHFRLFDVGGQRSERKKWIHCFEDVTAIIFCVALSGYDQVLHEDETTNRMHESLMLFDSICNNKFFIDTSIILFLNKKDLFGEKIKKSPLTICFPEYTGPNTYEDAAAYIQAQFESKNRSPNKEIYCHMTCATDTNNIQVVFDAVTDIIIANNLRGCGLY
Cdc42 wt: modulators of GTP binding to wildtype Cdc42, primary screen, biochemical, multiplex bead flow cytometry, Bodipy-GTP. Cell division control protein 42 homolog (Homo sapiens), P60953. GST-Cdc42 beads; actives lie on both sides. percent activity (GTP binding), % at 10 µM. 190,000 tested, 0.2% active. AID 761, 2007;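 active = percent activity GTP binding at least 20 points away from the 100% baseline, either down as inhibitor or up as activator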;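 note: median bead fluorescence of bound Bodipy-FL-GTP at 100 nM; 0% = excess unlabeled GTP control and 100% = no compound control; below 100% means less GTP binding so inhibitor and above means activator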
Target sequence (P60953 whole entry, looked up): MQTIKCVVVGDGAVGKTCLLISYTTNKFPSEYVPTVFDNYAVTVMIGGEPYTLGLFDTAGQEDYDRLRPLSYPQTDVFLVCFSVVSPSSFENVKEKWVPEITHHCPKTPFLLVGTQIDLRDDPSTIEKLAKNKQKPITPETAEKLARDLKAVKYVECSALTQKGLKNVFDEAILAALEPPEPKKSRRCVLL
Rab2A wt mod: modulators of GTP binding to Rab2A wildtype, primary screen, biochemical, dog, bead-based flow cytometry, multiplex; GTP binding activity, % at 10 µM; Ras-related protein Rab-2A (Canis lupus familiaris), P61105; 190,000 tested, 0.19% active; GST-Rab2 wt beads, Bodipy-GTP binding;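 active = GTP binding activity at least 20 points away from 100%, either lowered or raised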;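 note: 0% = beads with excess unlabeled GTP and 100% = no-compound control corrected for plate trend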
Rac1 mut GTP: GTP binding modulators of activated mutant Rac1, primary screen, biochemical, bead-based flow cytometry, multiplex, fluorescent GTP. Ras-related C3 botulinum toxin substrate 1 (Homo sapiens), P63000. GST-Rac1 activated beads; actives lie on both sides; 100% means binding = to untreated wells. percent activity (GTP binding), % at 10 µM. 190,000 tested, 0.11% active. AID 764, 2007;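 active = GTP binding at least 20 percentage points away from the 100% baseline, in either direction, so actives lie on both sides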
Mcl-1 Bim block: inhibitors of Bim peptide binding to Mcl-1, primary screen, biochemical, bead-based flow cytometry, multiplex; Induced myeloid leukemia cell differentiation protein Mcl-1 (Homo sapiens), Q07820; Bim peptide-Mcl-1 binding; inhibition, % at 10 µM; 190,000 tested, 0.1% active; AID 1009, 2008; in the data active = inhibition above about 40%;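 note: 0% = no compound tracer wells and 100% = peptide blocker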
An asterisk follows results filed as active; / = not tested or not shown. An unsorted share of the library; overall some 2.9% were active at least once.

Values run as follows: Mcl1 Noxa PPI, Mcl1 Bid PPI, Pf gamet viab, Rac1 wt modul, HRas wt GTP bind, Rab7 wt GTP bind, RGS8-Gao reg, Cdc42 wt, Rab2A wt mod, Rac1 mut GTP, Mcl-1 Bim block
Cc1cccc(NCc2cc(Cl)cc(Cl)c2O)n1
    19.1, -11.1, /, 96.0, 95.0, 95.0, 101.8, 96.0, 95.0, 95.0, -1.0
CN(C)c1ccc(NC(=O)c2sc(SCC(=O)Nc3ccc(Br)cc3)nc2N)cc1
    33.7, 20.5, -18.7, 107.0, 104.0, 100.0, 101.0, 105.0, 99.0, 100.0, 1.0
O=C(CNS(=O)(=O)c1ccc(Br)s1)N1CCN(C(=O)c2ccco2)CC1
    -0.3, -39.5, /, 106.0, 100.0, 99.0, 101.2, 99.0, 99.0, 96.0, -72.0
CSc1ccc(S(=O)(=O)Nc2ccc(S(=O)(=O)Nc3ccc(C)cc3)cc2)cc1
    15.8, 3.1, 17.3, 97.0, 97.0, 96.0, 102.3, 97.0, 95.0, 94.0, 1.0
NC(=O)CSc1nnc(CNc2ccc(F)cc2)n1CC1CCCO1 (stereo not given)
    -27.2, -54.1, 6.7, 100.0, 100.0, 96.0, 99.0, 98.0, 97.0, 98.0, -5.0
COCCn1c(=O)[nH]c2cc(C(=O)Nc3cccc(F)c3)ccc2c1=O
    16.5, 7.4, -9.6, 90.0, 92.0, 94.0, 99.7, 92.0, 89.0, 91.0, 1.0
Cc1ccc(Nc2nc(-c3sc(NC(=O)c4cccc(Cl)c4)nc3C)cs2)cc1
    29.8, -54.5, /, 101.0, 100.0, 101.0, 98.3, 101.0, 98.0, 98.0, -4.0
COc1cc(N)c(Cl)cc1Cl
    6.6, -20.2, -7.0, 98.0, 96.0, 97.0, 102.2, 98.0, 96.0, 94.0, 0.0
CCCOc1ccc(C(=O)NCC(c2cccs2)N(C)C)cc1OC (stereo not given)
    9.7, -8.3, -11.9, 103.0, 101.0, 103.0, 103.5, 102.0, 102.0, 101.0, 1.0
O=C(NCc1cn2ccsc2n1)c1cccs1
    -3.3, -33.6, /, 100.0, 98.0, 94.0, 97.5, 100.0, 98.0, 98.0, -1.0
COCCNC(=S)N1CCC(Cc2ccccc2)CC1
    8.5, -16.5, 18.5, 101.0, 97.0, 94.0, 108.0, 97.0, 97.0, 95.0, -5.0
COC(=O)c1[nH]c2cc(OC)ccc2c1NC(=O)CN1CCC(C(N)=O)(N2CCCCC2)CC1
    3.3, -27.6, -29.7, 105.0, 100.0, 97.0, 99.0, 101.0, 100.0, 99.0, -1.0
CCc1cccc(C)c1NC(=O)CN1C(=O)NC(Cc2ccccc2)C1=O (stereo not given)
    1.6, -3.8, 18.8, 96.0, 96.0, 96.0, 99.8, 96.0, 94.0, 95.0, 0.0
COc1ccc(C(c2c(NC(C)=O)sc3c2CCCC3)N2CCN(CCO)CC2)cc1OC (stereo not given)
    -13.8, -24.0, /, 97.0, 94.0, 99.0, 98.7, 95.0, 95.0, 94.0, 0.0
FC(F)(F)c1ccc2c(c1)N1CCCC1CN2 (stereo not given)
    25.1, -76.5, /, 94.0, 95.0, 96.0, 103.0, 96.0, 98.0, 95.0, 0.0
COc1cccc(CN2CCN(Cc3cccc4nonc34)CC2CCO)c1 (stereo not given)
    20.7, -33.0, 14.9, 96.0, 97.0, 104.0, 99.6, 96.0, 98.0, 96.0, 2.0
CC1(C)C(c2cccs2)=[N+]([O-])C2(CCCCC2=O)N1O (stereo not given)
    5.2, -6.3, -10.8, 98.0, 96.0, 99.0, 104.4, 99.0, 99.0, 97.0, -2.0
CCN1CCN(CC(O)COc2cccc(OC)c2)CC1 (stereo not given)
    37.7, 32.7, /, 109.0, 104.0, 104.0, 99.8, 104.0, 104.0, 100.0, -5.0
CCC(=O)N1CCn2c1nc1ccccc12
    19.9, 7.4, /, 96.0, 97.0, 95.0, 99.8, 98.0, 94.0, 95.0, -2.0
NC(=S)N/N=C/c1ccc2ccccc2c1
    36.3, -64.5, -21.7, 102.0, 99.0, 97.0, 100.3, 103.0, 98.0, 98.0, -2.0
O=C(CSc1ccc2nnc(-c3cccs3)n2n1)N1CCCC1
    26.4, -30.6, /, 73.0*, 84.0, 96.0, 97.3, 82.0, 85.0, 88.0, 8.0
Fc1ccc(-c2csc(N3CCC(c4ccccc4)C3)n2)cc1 (stereo not given)
    17.8, -56.3, /, 99.0, 100.0, 96.0, 98.1, 98.0, 97.0, 96.0, 4.0
CCCCOc1ccc(C(=O)N2CCC(C)CC2)cc1
    4.5, -8.0, /, 103.0, 103.0, 103.0, 99.8, 102.0, 102.0, 99.0, 0.0
CC1(C)CC(=O)C(=Cc2cn(CCC#N)nc2-c2ccc(F)cc2)C(=O)C1
    23.2, -5.3, /, 105.0, 97.0, 100.0, 103.5, 99.0, 96.0, 97.0, -7.0
CCOc1ccc(S(=O)(=O)Nc2ccc(O)c(Sc3ncn[nH]3)c2)cc1
    9.2, -23.4, /, 101.0, 99.0, 99.0, /, 98.0, 99.0, 97.0, -1.0
CC(=O)c1ccc(C)cc1OC(=O)c1cccc(F)c1
    -4.8, -9.9, 25.0, 99.0, 99.0, 106.0, 105.9, 96.0, 99.0, 97.0, -28.0
COc1cc(/C=C2\SC(=O)N(c3ccccc3Cl)C2=O)cc([N+](=O)[O-])c1O
    50.1, 15.3, 14.2, 94.0, 93.0, 103.0, 102.5, 92.0, 90.0, 88.0, 0.0
COc1cccc(CC(=O)N2CCCC(CCC(=O)N3CCN(c4ccccn4)CC3)C2)c1 (stereo not given)
    24.3, -7.8, -3.1, 104.0, 99.0, 96.0, 105.8, 102.0, 96.0, 96.0, -1.0
Cc1oc(-c2cccs2)nc1CN1CCC(C(=O)N2CCCC2)CC1
    23.0, -26.1, /, 99.0, 98.0, 95.0, 97.9, 96.0, 96.0, 96.0, 1.0
CCO[C@@H]1OC(C(=O)N2CCOCC2)=C[C@H](c2ccc(C(F)(F)F)cc2)[C@H]1CCCO
    3.5, -0.6, 9.4, 100.0, 97.0, 102.0, 99.0, 95.0, 97.0, 97.0, 2.0
COc1ccc(CN(CC2CCC(C(=O)O)CC2)C(=S)Nc2ccccc2C)cc1 (stereo not given)
    22.8, -26.7, -10.5, 103.0, 101.0, 99.0, 102.3, 97.0, 99.0, 94.0, -1.0
CC(C)(C)OCC(NC(=O)C(CC(N)=O)NC(=O)OC(C)(C)C)C(=O)OC(C)(C)C (stereo not given)
    -10.7, 7.6, -6.8, 107.0, 100.0, 96.0, 101.5, 105.0, 101.0, 101.0, -4.0
CCOc1ccc(NC(=O)Nc2ccccc2SC)cc1
    9.3, -0.3, 6.8, 101.0, 98.0, 95.0, 97.6, 96.0, 96.0, 99.0, 0.0
CCc1[nH]nc2c1C(c1ccc(C)o1)C(C#N)=C(N)O2 (stereo not given)
    -5.3, -52.8, /, 100.0, 98.0, 103.0, 101.0, 99.0, 97.0, 95.0, 0.0
COc1ccc(Cl)cc1NC(=S)NCCc1c[nH]c2ccccc12
    6.3, -29.9, -4.6, 102.0, 99.0, 99.0, 102.0, 101.0, 99.0, 98.0, -4.0
COCc1cc(C)nc(SCC(=O)Nc2cccc3cccnc23)c1C#N
    29.1, -16.0, /, 103.0, 98.0, 96.0, 101.7, 99.0, 97.0, 98.0, -1.0
CCOC(=O)CN1C(=O)C(O)=C(C(C)=O)C1c1ccccc1 (stereo not given)
    8.0, -1.7, 8.3, 101.0, 99.0, 98.0, 101.0, 104.0, 99.0, 100.0, -1.0
CCN(C(=O)c1cc(Cl)ccc1OC)C1CCCCC1
    2.5, 10.2, /, 100.0, 100.0, 101.0, 102.2, 99.0, 97.0, 97.0, -3.0
O=C(Nc1nccs1)Oc1ccccc1
    -4.0, -13.3, -13.9, 101.0, 103.0, 100.0, 97.4, 101.0, 101.0, 99.0, -5.0
Nn1cnnc1SCC(=O)N(C1CCCCC1)C1CCCCC1
    -3.7, -2.5, /, 101.0, 100.0, 100.0, 101.8, 99.0, 103.0, 96.0, -2.0
COc1cc(S(=O)(=O)N2CCN(c3ccc(F)cc3)CC2)ccc1Cl
    5.2, -25.2, /, 108.0, 102.0, 103.0, 104.5, 102.0, 101.0, 99.0, -3.0

Full records, quoted from the list.
Results for `Cc1cccc(NCc2cc(Cl)cc(Cl)c2O)n1` : Mcl1 Noxa PPI = 19.1; Mcl1 Bid PPI = -11.1; Pf gamet viab = /; Rac1 wt modul = 96.0; HRas wt GTP bind = 95.0; Rab7 wt GTP bind = 95.0; RGS8-Gao reg = 101.8; Cdc42 wt = 96.0; Rab2A wt mod = 95.0; Rac1 mut GTP = 95.0; Mcl-1 Bim block = -1.0
Results for `CC(=O)c1ccc(C)cc1OC(=O)c1cccc(F)c1` : Mcl1 Noxa PPI = -4.8; Mcl1 Bid PPI = -9.9; Pf gamet viab = 25.0; Rac1 wt modul = 99.0; HRas wt GTP bind = 99.0; Rab7 wt GTP bind = 106.0; RGS8-Gao reg = 105.9; Cdc42 wt = 96.0; Rab2A wt mod = 99.0; Rac1 mut GTP = 97.0; Mcl-1 Bim block = -28.0

Compound activity (PubChem BioAssay)
